Mdm2-MdmX inh: human Mdm2/MdmX binding inhibition | O15151+Q00987 | SaOS-2 split-luciferase Mdm2/MdmX complementation, luminescence | inhibition, % at 8 µM | hit rate 3% among 330,000 | AID 485346;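 active = inhibition of at least 50% at 8 µM in the primary screen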
APJ ag: agonists of human APJ apelin receptor | CHO-K1 APJ PathHunter beta-arrestin, luminescence; 0% DMSO wells, 100% apelin | hit rate 0.11% among 330,000 | P35414 | activation, % at 20 µM;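 active = activation more than six SD over the plate average, tested at 20 µM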;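 note: 0% = DMSO alone and 100% = apelin-13 at 10 nM; some results filed as inactive read as strong as hits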
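Assay system – PathHunter CHO-K1 APJ (AGTRL-1) beta-arrestin reporter cells · Compound – one dose, 20 µM compound, 1% DMSO · Timing – compound 90 min 25 °C, reagent 1 h · Measured by – luminescence from split beta-galactosidase complementation, Galacton Star/Emerald II substrate · Measure – beta-arrestin recruitment to APJ as agonist activity, luminescent signal · Benchmarks – DMSO vs Apelin-13 10 nM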
EBI2 block: antagonists of human EBI2 receptor. inhibition, % at 5 µM. P32249. hit rate 0.81% among 360,000. EBI2 beta-arrestin recruitment, luminescence, 7a,25-OHC stimulated; in the data active = inhibition above about 38%;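 note: enzyme fragment complementation signal reports receptor beta-arrestin coupling in cells; 0% = agonist plus DMSO wells and 100% = wells without agonist; some results beyond the cut were filed as inactive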
Target sequence (P32249 whole entry, looked up, the tested form may be a part): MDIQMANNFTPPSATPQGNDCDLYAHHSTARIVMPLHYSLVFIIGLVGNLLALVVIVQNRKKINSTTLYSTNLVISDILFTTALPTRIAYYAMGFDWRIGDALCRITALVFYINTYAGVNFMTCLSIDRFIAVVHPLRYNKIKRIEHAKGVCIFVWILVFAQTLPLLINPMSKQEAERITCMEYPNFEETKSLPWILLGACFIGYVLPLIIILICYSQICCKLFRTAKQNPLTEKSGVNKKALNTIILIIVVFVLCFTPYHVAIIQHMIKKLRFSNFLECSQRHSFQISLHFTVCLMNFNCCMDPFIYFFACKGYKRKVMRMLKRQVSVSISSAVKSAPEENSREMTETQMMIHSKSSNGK
CCR6 antagonist: blocks CCL20-driven beta-arrestin recruitment at human CCR6; CHO-K1 CCR6 PathHunter beta-arrestin, luminescence, CCL20-stimulated; hit rate 0.49% among 340,000; P51684; AID 493098; inhibition, % at 20 µM;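 active = compounds whose inhibition of the agonist-driven luminescence signal at 20 µM reaches about 50%, limit read from the data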;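 note: cells stimulated with CCL20 at 14 nM final; plate controls were DMSO with CCL20 for no effect and DMSO without agonist for full effect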
Target sequence (P51684 whole entry, looked up): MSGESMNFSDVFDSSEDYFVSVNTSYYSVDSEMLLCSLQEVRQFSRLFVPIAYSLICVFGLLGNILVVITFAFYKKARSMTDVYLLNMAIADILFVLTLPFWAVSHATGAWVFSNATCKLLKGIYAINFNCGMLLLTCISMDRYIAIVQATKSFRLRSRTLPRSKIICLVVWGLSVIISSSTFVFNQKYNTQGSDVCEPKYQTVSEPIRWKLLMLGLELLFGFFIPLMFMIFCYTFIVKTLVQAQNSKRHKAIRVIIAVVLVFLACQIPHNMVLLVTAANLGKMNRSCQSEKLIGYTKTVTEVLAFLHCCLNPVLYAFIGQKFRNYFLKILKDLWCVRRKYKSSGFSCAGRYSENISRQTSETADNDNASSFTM
tim23-1 inh: tim23-1 yeast growth inhibition; hit rate 1.3% among 330,000; inhibition, % at 20 µM; AID 463212; S. cerevisiae tim23-1 growth, BacTiter-Glo luminescence, 24 h;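 active = growth inhibition of the mutant yeast at or above 50%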;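 note: temperature-sensitive mutant grown at 25 °C; plate controls were DMSO-treated mutant yeast for no effect and medium wells lacking yeast for full effect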
UPR XBP1 act: adaptive UPR (XBP1) activation. CHO-XBP1 luciferase reporter, IRE1-XBP1 UPR activation, luminescence; percent of tunicamycin response, DMSO as zero. activation, % at 20 µM. hit rate 0.33% among 330,000. AID 463104;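 active = versus positive control, 20 µM dose yields 30% or more activation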;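 note: 100% = tunicamycin at 10 µg/mL and 0% = DMSO only wells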
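Material: CHO-XBP1 cells stably carrying IRE1-XBP1-driven luciferase reporter | Medium: F12 with 10% serum | Compound dosing: 20 µM single concentration, DMSO 1% | Incubation: Overnight seeding at 37 °C, 6 h compound treatment at 37 °C | Detection: Steady-Glo luminescence read | Read-out basis: % activation of reporter signal versus tunicamycin and DMSO controls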
CXCR6 inh: blocks human CXCR6 beta-arrestin recruitment; O00574; CHO-K1 PathHunter CXCR6 beta-arrestin, luminescence; inhibition, % at 20 µM; hit rate 0.36% among 360,000; AID 602244; in the data active = inhibition above about 34%, passing the limit was not always enough;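 note: antagonist mode with CXCL16 agonist at 10 nM final; 0% = 10 nM CXCL16 with DMSO and 100% = unstimulated wells without agonist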
Target sequence (O00574 whole entry, looked up): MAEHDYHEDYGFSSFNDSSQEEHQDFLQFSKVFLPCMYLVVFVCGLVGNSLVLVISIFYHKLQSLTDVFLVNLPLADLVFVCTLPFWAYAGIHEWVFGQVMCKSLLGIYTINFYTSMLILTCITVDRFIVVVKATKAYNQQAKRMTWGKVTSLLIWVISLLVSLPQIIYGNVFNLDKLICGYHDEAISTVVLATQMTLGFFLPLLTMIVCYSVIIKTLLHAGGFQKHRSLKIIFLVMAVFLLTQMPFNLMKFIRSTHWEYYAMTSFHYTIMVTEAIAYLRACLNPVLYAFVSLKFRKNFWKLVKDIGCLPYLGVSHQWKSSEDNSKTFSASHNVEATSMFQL
CHOP UPR activ: apoptotic UPR (CHOP) activation; AID 449763; activation, % at 10 µM; CHO-CHOP luciferase reporter, luminescence; percent of tunicamycin response over DMSO baseline; hit rate 0.34% among 330,000;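 active = at 10 µM dose, activation of 40% or more, normalized to positive control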;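 note: 100% = tunicamycin at 10 µg/mL and 0% = DMSO alone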
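Assay system: CHO cells with stable CHOP pathway luciferase reporter; Buffer or medium: F12 plus 10% serum; Times: 16-18 h cell attachment, then 6 h compound exposure, 37 °C; Signal: luciferase luminescence; Read-out basis: percent activation relative to tunicamycin control; Control set: tunicamycin high control, DMSO low control.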
APJ antagonist: antagonists of human APJ apelin receptor; AID 2521; hit rate 0.32% among 330,000; inhibition, % at 20 µM; CHO-K1 APJ beta-arrestin complementation, luminescence; P35414;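 active = inhibition above about 40% at 20 µM, limit read from the data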;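 note: cells challenged with 10 nM apelin-13 agonist together with compound; plate controls were apelin-13 plus DMSO wells for no effect and DMSO wells lacking apelin-13 for full effect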
* hit, by the source's call; . = no result given. A portion of the library; count on the stated rates, not on these rows.

| Molecule | APJ ag | APJ antagonist | EBI2 block | Mdm2-MdmX inh | CCR6 antagonist | UPR XBP1 act | tim23-1 inh | CHOP UPR activ | CXCR6 inh |
| --- | --- | --- | --- | --- | --- | --- | --- | --- | --- |
| COc1cccc(CCC(=O)O)c1OC | 1 | -18 | 4 | 2 | 4 | 0 | 14 | -1.5 | -2 |
| CC(C)C(NC(=O)C(Cc1ccccc1)NC(=O)OCc1ccccc1)C(=O)O (configuration not stated) | -1 | -28 | 7 | 10 | 8 | -2 | 5 | -0.6 | 5 |
| Nc1ccc(-c2nc3c(ccc4ccccc43)[nH]2)cc1 | -1 | -5 | 4 | -1 | 1 | -3 | 58* | -1.0 | -18 |
| O=c1c([N+](=O)[O-])cc(C(F)(F)F)cn1Cc1cccc(Cl)c1 | 3 | -20 | -2 | -31 | 6 | -2 | 19 | -1.4 | -3 |
| NC1=NC(c2ccccc2Cl)n2c(nc3ccccc32)N1 (configuration not stated) | -1 | 15 | -4 | 17 | 8 | -3 | 8 | 1.4 | 4 |
| Nc1nonc1-c1nc2ccccc2n1CC(=O)N/N=C\c1ccc(-c2ccc(Cl)cc2)o1 | -4 | 10 | -1 | 29 | 17 | 20 | -9 | 8.8 | -4 |
| COc1ccc(OC)c(C2C(C#N)=C(N)Oc3c2c(C)nn3-c2cccc(Cl)c2)c1 (configuration not stated) | -2 | -21 | 15 | -34 | 0 | -2 | 51* | -0.5 | -4 |
| c1ccn2cc(CSC3=NCCS3)nc2c1 | -3 | 9 | 0 | 8 | -2 | 4 | -19 | 0.9 | 8 |
| COc1cccc(-n2cc(-c3ccc(F)cc3)[nH]c2=S)c1 | -2 | -13 | 10 | -92 | 6 | 1 | 48 | 2.5 | -6 |
| CCN(CC)S(=O)(=O)c1cccc(-c2nnc(SCc3nnc(-c4ccccc4)o3)n2C)c1 | -1 | 8 | -2 | 4 | 18 | -4 | 16 | 1.2 | 1 |
| COc1cccc(-n2nc3c(=S)[nH]nc(C)c3c2C)c1 | -2 | -14 | -4 | 17 | 8 | 3 | 6 | -4.2 | -4 |
| O=C(O)CNS(=O)(=O)c1ccc2[nH]c(=O)c(=O)[nH]c2c1 | -4 | -5 | -8 | -1 | -9 | 1 | 27 | 0.4 | 14 |
| O=S(=O)(NC1CCN(Cc2ccccc2)CC1)c1cccc(S(=O)(=O)N2CCOCC2)c1 | 5 | 13 | -6 | -11 | -9 | -1 | 31 | 0.1 | -3 |
| OCCNc1nc(OCC(F)(F)F)nc(N2CCN(C34CC5CC(CC(C5)C3)C4)CC2)n1 | 1 | 6 | -1 | -11 | 7 | 0 | 8 | -1.7 | 3 |
| Cc1ccc(C(=O)NCC(=O)OC(C)C(=O)NC2CCCCC2C)cc1C (configuration not stated) | -3 | 5 | 3 | -19 | 4 | -1 | 7 | 1.7 | 2 |
| O=C(COC(=O)Cc1ccccc1F)NCc1ccc(Cl)cc1 | -5 | 5 | -11 | 32 | 7 | 0 | 17 | -0.8 | 1 |
| O=C(NC1CCCCCC1)C1CCN(S(=O)(=O)c2cnc[nH]2)CC1 | -3 | 1 | 4 | -8 | 8 | -4 | 4 | -0.1 | 5 |
| CC(C)CCSc1nnc(Cn2c(=O)sc3ccccc32)n1C | 0 | 12 | -10 | -1 | 7 | -2 | -4 | 1.8 | 2 |
| O=C(NC(Cc1ccccc1)C(=O)O)/C(=C/c1ccc([N+](=O)[O-])cc1)NC(=O)c1ccccc1 (configuration not stated) | 3 | -3 | -1 | 20 | 1 | -6 | 14 | 1.0 | -5 |
| CC(C)c1nnc(SCC(=O)Nc2ccc3c(c2)OCCO3)n1C | 1 | -9 | -10 | 5 | 7 | -2 | 4 | -1.4 | 5 |
| CCOC(=O)C(CCSC)Nc1nc(Cl)nc(Nc2ccc(Cl)cc2)n1 (configuration not stated) | 4 | 13 | 0 | 4 | 1 | 1 | 33 | 2.1 | -4 |
| CCN(CC(=O)Nc1cc(Cl)ccc1C)C(=O)COc1ccccc1F | -2 | -23 | -3 | 8 | 4 | 0 | 6 | 0.1 | -1 |
| Cc1ccc(Cc2nnc(SCC(=O)Nc3ccccc3Cl)[nH]c2=O)cc1 | -1 | 2 | 10 | 6 | 1 | 0 | 10 | 3.5 | -1 |
| CCN1C(=O)[C@H]2[C@@H](c3ccc(C)cc3)N3C(=O)N(c4cccc(Br)c4)C(=O)[C@@]3(CC)[C@H]2C1=O | 1 | 11 | 13 | 9 | 0 | -1 | 13 | 0.8 | -5 |
| CCOC(=O)C1CCCN(CCC(=O)Nc2ccc(Br)cc2)C1 (configuration not stated) | 0 | -16 | 26 | -12 | -6 | -3 | 14 | -0.3 | 0 |
| CCn1c(=O)n(CC)c2cc(N3CCCC3)c(NC(=O)c3ccccc3)cc21 | -3 | 18 | -4 | 3 | -2 | 5 | 22 | 0.7 | 4 |
| Cc1ccc(N2C(=O)CSC2=S)cc1C | -2 | 6 | -1 | 4 | 17 | -5 | 20 | -1.9 | 1 |
| O=C(OCCOCCN=C1NS(=O)(=O)c2ccccc21)c1ccccc1 | -2 | 2 | -3 | 19 | 7 | 0 | -8 | 0.2 | -1 |
| O=S(=O)(c1ccccc1)c1nc(NCc2cccnc2)sc1Cl | 0 | 0 | 3 | -30 | 5 | 1 | 22 | 0.9 | 0 |
| Cn1c(=O)oc2cc(S(=O)(=O)N3CCCC(C(=O)NCc4ccc5c(c4)OCO5)C3)ccc21 (configuration not stated) | 0 | -41 | 4 | -1 | 7 | -4 | -15 | 1.5 | -4 |
| COc1cccc(C(=O)NNC(=O)Cc2ccc([N+](=O)[O-])cc2)c1 | -1 | -8 | 2 | -4 | -7 | -1 | 5 | -1.9 | -4 |
| Cc1ccc(S(=O)(=O)N(C)C)cc1NC(=O)C1CCCCN1S(=O)(=O)c1ccccc1 (configuration not stated) | -4 | -8 | -19 | -15 | 9 | 1 | 19 | -1.7 | -3 |
| Cc1cccc2cc3c(N)c(C#N)sc3nc12 | -2 | -3 | 2 | -22 | 13 | 1 | 37 | -0.2 | 2 |
| O=C(NCC1CCCO1)C1CCN(C2CCN(C(=O)CC3CCCC3)CC2)CC1 (configuration not stated) | -1 | 12 | 1 | 17 | -1 | -3 | -2 | -0.2 | -6 |
| COc1ccc(-c2cc(C(F)(F)F)nc(N3CCCCC3)n2)cc1OC | -6 | -2 | -5 | -1 | -3 | 1 | -7 | -0.5 | 2 |
| COc1ccc(N/C(N)=N/c2nc(C)c(Cc3ccccc3)c(=O)[nH]2)cc1 | 0 | -1 | 11 | 7 | 5 | -3 | 11 | 0.3 | -2 |
| O=C(CSc1nnc(NC(=O)CN2CCOCC2)s1)Nc1ccccc1 | -1 | 22 | -5 | -21 | 1 | -1 | 9 | 0.7 | 1 |
| O=S(=O)(Nc1cccnc1)c1ccc(F)cc1 | -1 | 18 | 0 | -22 | -9 | -6 | 3 | 2.3 | 6 |
| CC1CCN(C(=O)c2ccc3c(c2)NC(=O)CN3)CC1 | -2 | 6 | . | 13 | 5 | 5 | 5 | 3.8 | . |
| Cc1ccc(-n2nc(C(=O)c3ccccc3)n3c(=O)cc(-c4ccccc4)nc23)cc1 | -2 | 17 | -4 | 31 | -20 | 3 | -4 | 1.8 | 4 |
| Cc1nonc1OCCNCCNc1ccccc1[N+](=O)[O-] | -2 | 1 | -6 | -1 | 4 | 1 | -6 | 0.7 | 5 |
| CC(=O)Nc1ccc(NC(=O)CCC(=O)OCC(=O)c2cccc([N+](=O)[O-])c2)cc1 | -10 | 47* | 15 | 5 | 38 | -1 | 11 | -2.7 | 27 |
| COc1ccccc1N1CCN(Cc2nc3ccccc3[nH]2)CC1 | -1 | 13 | 1 | -1 | 4 | 6 | 15 | -0.2 | 4 |
| COc1ccc(CCNC(=O)C2CCC(CNS(=O)(=O)c3ccccc3)CC2)cc1OC (configuration not stated) | -1 | -2 | . | 13 | . | 1 | -6 | 0.3 | . |
| COc1cc(C(=S)NC2CCCCC2)ccc1O | 1 | -13 | 7 | -1 | -4 | 2 | 20 | 1.0 | 9 |
| CN(CCOc1ccc(Cl)cc1)C(=O)C1CCN(C(=O)c2ccc(F)cc2)CC1 | -9 | 11 | 32 | -5 | 16 | -2 | 11 | -0.1 | 6 |
| CN(C)S(=O)(=O)c1cccc(NS(=O)(=O)c2ccc(Cl)s2)c1 | -2 | -13 | 4 | 3 | 9 | -2 | 3 | -0.5 | -4 |
| Fc1ccccc1CNc1ncnc2sccc12 | 0 | -3 | -3 | 20 | 0 | 3 | 13 | 1.9 | -4 |
| COc1cccc(OCC(=O)NN=C2c3ccccc3-c3ccccc32)c1 | -5 | -15 | 1 | 0 | 11 | 3 | -18 | 3.2 | 7 |
| COc1ccc(N(CC(=O)Nc2cccnc2)S(=O)(=O)c2ccccc2)cc1Cl | 0 | 8 | 10 | -17 | 16 | -6 | 4 | -1.4 | -5 |
| CCCSc1nc(N)c(C#N)c(-c2ccc(C)cc2)c1C#N | -2 | 8 | 3 | -3 | -2 | 2 | 4 | 2.9 | 1 |
| COc1ccc(OC)c(N=Cc2c(O)c3ccccc3oc2=O)c1 | -3 | 7 | 11 | 21 | 13 | 219* | 14 | 134* | 13 |
| CCc1ccc(C(=O)c2ccccc2C(=O)O)s1 | -8 | 5 | 2 | 1 | 9 | 1 | -1 | -2.4 | -5 |
| Cc1nc2c(c(=O)n1CCC(C)C)c1nc3ccccc3nc1n2CC1CCCO1 (configuration not stated) | -6 | 12 | -8 | -22 | 11 | 2 | 17 | 0.2 | -2 |
| CC12CCC(=O)N1C(C(=O)Nc1cccc3ccccc13)CS2 (configuration not stated) | -2 | -4 | -14 | 3 | 5 | 2 | 20 | -0.9 | -4 |
| O=C(NCCc1ccccn1)c1nc(Cn2cc([N+](=O)[O-])cn2)no1 | -4 | -7 | 1 | 24 | 6 | 0 | -2 | 2.8 | -9 |
| CC(C)OP(=O)(OC(C)C)/C(C=O)=N\Nc1ccc([N+](=O)[O-])cc1 | 2 | 7 | -7 | 24 | 13 | 4 | 67* | 3.7 | 13 |
| O=c1cc(CSc2nnc(COc3ccccc3)n2-c2ccccc2)c2ccccc2[nH]1 | -1 | 9 | -5 | 18 | -1 | -3 | 11 | -1.3 | 0 |
| Cn1cccc1Cc1nnc(SCC(=O)Nc2ccc3c(c2)OCCO3)n1-c1ccc(F)cc1 | -2 | -42 | 1 | 11 | 8 | -1 | 10 | -0.3 | 5 |
| CSc1ccc(C2NC(=O)c3c(sc4c3CCN(C)C4)N2)cc1 (configuration not stated) | 0 | 4 | 4 | -4 | 7 | -1 | 4 | -0.4 | 0 |
| CCOc1ccc(NC(=O)Nc2ccccc2SC)cc1 | -3 | -10 | -4 | -101 | 0 | 1 | 20 | 3.4 | -2 |

Screening results: PubChem, Sanford-Burnham Center for Chemical Genomics
